# Tau FP inhib: qHTS for Inhibitors of Tau Fibril Formation, Fluorescence Polarization; Microtubule-associated protein tau (Homo sapiens), P10636; K18 P301L tau heparin fibrillization, Alexa594 FP, 6 h; Potency, µM (series often up to 57.7 µM), for the others: at the highest dose activity, negative = inhibition, actives largely listed as inhibitors; 0.39% of 280,000 active; AID 1468, 2008; note: nearly all actives have a fitted effect of over 55% in size
# Target sequence (P10636 561-689 P618L limits assumed): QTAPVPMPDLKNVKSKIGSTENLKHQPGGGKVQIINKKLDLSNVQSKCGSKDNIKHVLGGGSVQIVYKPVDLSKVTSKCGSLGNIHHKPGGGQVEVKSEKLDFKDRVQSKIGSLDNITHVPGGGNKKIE
#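 K18 P301L tau (15 uM unlabeled/0.24 uM Alexa 594-labeled, final) + compound + heparin 20 uM final; 100 mM NaOAc pH 7; 6 hr 37 C; ThT 30 uM final added, 1 hr RT; FP ex 555/em 632 nm.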
# TRb SRC2 PPI: qHTS for Inhibitors of the Interaction of Thyroid Hormone Receptor and Steroid Receptor Coregulator 2. TRbeta-SRC2 peptide binding, fluorescence polarization; receptor liganded with 1 µM T3. Potency, µM (series often up to 106 µM), for the others: at the highest dose activity change, negative = inhibition, usual class: inhibitors. AID 1469, 2008. 0.065% of 280,000 active;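 note: plate controls were bound peptide for no effect and peptide without receptor for full effect; nearly all actives have a fitted effect of over 50% in size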
#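 A fluorescence polarization screen tested compounds at multiple concentrations against complex formation between 0.6 uM TRb ligand-binding domain and 20 nM Texas Red SRC2 peptide, with 1 uM T3 present; readout after 5 hr.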
# Tau fluor cs: Counterscreen qHTS for Inhibitors of Tau Fibril Formation, Fluorescence Polarization | Potency, µM (titrated, usually from 57.7 µM), for inactives: at the top dose activity change, negative = decrease | tau K18 P301L Alexa594 fluorescence, heparin fibrillization | 0.93% of 280,000 active; note: nearly all actives have a fitted effect of over 55% in size
#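 Human K18 P301L tau (15 uM unlabeled plus 0.24 uM Alexa 594-labeled, final) in 100 mM sodium acetate pH 7 was mixed with compound and 20 uM heparin and incubated 6 hr at 37 C.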
# ALDH1A1 inh: qHTS Assay for Inhibitors of Aldehyde Dehydrogenase 1 (ALDH1A1); 7.3% of 220,000 active; Purified ALDH1A1, NADH fluorescence, propionaldehyde substrate; AID 1030, 2008; Potency, µM (titrated, usually from 75.3 µM), for inactives: top-dose activity, negative = inhibition, hits mostly inhibitors; active = well fitted inhibition curve with a large enough effect, not every such curve was filed as active; inconclusive = small, poorly fitted or top-dose-only effect, or another doubt; inactive = no such curve, though single readings can be large or run the other way;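 note: plate controls were no enzyme wells and a reference inhibitor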
# GLA spleen mod: qHTS Assay for Inhibitors and Activators of Human alpha-Galactosidase From Spleen Homogenate | 0.008% of 240,000 active | AID 2107, 2009 | human spleen homogenate, 4MU-alpha-Gal fluorescence, 40 min | Alpha-galactosidase A (Homo sapiens), P06280 | Potency, µM (series often up to 80 µM), inactives show at the top dose activity change, negative = inhibition, actives largely listed as inhibitors;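 note: 0% = enzyme with vehicle and -100% = no enzyme basal signal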
#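 Human spleen homogenate (1 ug) was the enzyme source, with 4-methylumbelliferyl-alpha-D-galactopyranoside (1 mM final) in pH 5.0 citrate buffer with 0.01% Tween-20. Compounds were titrated; after 40 min at 37C, NaOH/glycine stop, 4-MU fluorescence read; AC50 from Hill fits.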
# L3MBTL1 block: qHTS Assay for the Inhibitors of L3MBTL1; Lethal(3)malignant brain tumor-like protein 1 (Homo sapiens), Q9Y468; AlphaScreen L3MBTL1–H3K9me1 peptide binding; Potency, µM (series often up to 57.1 µM), without a hit: at the highest dose activity, negative = inhibition, hits mostly inhibitors; 0.66% of 230,000 active; note: nearly all actives have a fitted effect of over 60% in size
# Target sequence (Q9Y468 whole entry, looked up): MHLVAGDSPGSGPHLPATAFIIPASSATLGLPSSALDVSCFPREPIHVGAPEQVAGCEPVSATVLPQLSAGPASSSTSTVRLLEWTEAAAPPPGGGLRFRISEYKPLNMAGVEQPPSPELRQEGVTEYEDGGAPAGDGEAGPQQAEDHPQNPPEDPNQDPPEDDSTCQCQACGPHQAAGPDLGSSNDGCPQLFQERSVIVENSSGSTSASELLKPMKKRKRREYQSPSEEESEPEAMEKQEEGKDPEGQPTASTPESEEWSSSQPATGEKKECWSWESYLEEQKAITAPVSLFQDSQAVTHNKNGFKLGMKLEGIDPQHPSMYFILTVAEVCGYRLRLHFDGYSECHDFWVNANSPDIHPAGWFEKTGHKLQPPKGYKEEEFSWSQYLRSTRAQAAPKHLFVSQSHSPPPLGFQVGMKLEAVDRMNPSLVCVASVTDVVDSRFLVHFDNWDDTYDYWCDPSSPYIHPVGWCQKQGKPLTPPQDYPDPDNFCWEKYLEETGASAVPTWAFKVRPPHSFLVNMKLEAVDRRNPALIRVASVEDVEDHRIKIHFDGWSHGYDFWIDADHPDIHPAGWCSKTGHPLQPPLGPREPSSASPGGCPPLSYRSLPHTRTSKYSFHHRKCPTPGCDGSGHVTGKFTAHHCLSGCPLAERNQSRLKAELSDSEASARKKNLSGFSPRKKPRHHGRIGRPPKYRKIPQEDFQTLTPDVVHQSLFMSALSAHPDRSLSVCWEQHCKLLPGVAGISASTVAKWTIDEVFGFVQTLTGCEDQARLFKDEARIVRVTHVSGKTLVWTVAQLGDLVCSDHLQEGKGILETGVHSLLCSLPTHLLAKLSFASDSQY
#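 First, the protein-peptide complex forms for 30 min at room temperature (L3MBTL1 50 nM, biotinylated H3K9me1 peptide 75 nM). Next, compounds are pin-transferred and incubated 30 min. Finally, AlphaScreen beads are added and read after 30 min.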
# Tau ThT inhib: qHTS for Inhibitors of Tau Fibril Formation, Thioflavin T Binding; Microtubule-associated protein tau (Homo sapiens), P10636; recombinant tau K18 P301L (four-repeat tau fragment), heparin-induced fibrillization, ThT fluorescence; Potency, µM (doses to about 57.4 µM), for inactives: at the top dose activity, negative = inhibition, hits mostly inhibitors; 2.1% of 270,000 active; note: nearly all actives have a fitted effect of over 55% in size
#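 K18 P301L tau (15 uM + 0.24 uM Alexa 594-tagged), heparin 20 uM, NaOAc pH 7, 6 h 37 C; ThT 30 uM, 1 h RT, ex 450/em 510 nm.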
# TexasRed fluor: Total Fluorescence Counterscreen for Inhibitors of the Interaction of Thyroid Hormone Receptor and Steroid Receptor Coregulator 2; TRb/SRC2 Texas Red total fluorescence interference; AID 1479, 2009; 0.29% of 280,000 active; Potency, µM (highest dose often 106 µM), without a hit: top-dose fluorescence change, negative = quenching; active = well fitted curve in either direction with a large enough effect; inconclusive = small, poorly fitted or top-dose-only effect
#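 Flags fluorescent or light-absorbing compounds by total fluorescence, S + 2P, at 555 nm excitation and 632 nm emission. Mixture: 20 nM Texas Red SRC2 peptide, 0.6 uM human TRb LBD, 1 uM T3, 5% DMSO; compound exposure 5 h at ambient temperature.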
# Active calls of the source: *; ? = inconclusive; . = not tested or not shown; & = joins results of further samples; [ ] = another dose, or the depositor's remark. Unless noted, calls come from the whole dose curve; as a rule, active = well fitted curve in the direction sought with a large enough effect; inconclusive = small, poorly fitted or top-dose-only effect, or another doubt; inactive = no such curve, though single readings can be large; an effect the other way counts as inactive or inconclusive. Unless noted, % is set by controls: 0 for no effect and ±100 for the full control effect; potency is the fitted concentration of half-maximal effect. The list is partial, so the mix of outcomes need not match the whole.
Molecule | Tau FP inhib | TRb SRC2 PPI | Tau fluor cs | ALDH1A1 inh | GLA spleen mod | L3MBTL1 block | Tau ThT inhib | TexasRed fluor
CN(C)c1ccc2c(c1)N=C(c1ccco1)OP2(=S)N1CCOCC1 (stereo unspecified) | -6.2% | 4.0% | -16.2% | 8.91µM* | 7.5% | -7.6% | ? | -7.3%
CCCN1CCC[C@@H]2Cc3nc(N)ncc3C[C@H]21 | -10.1% | 0.5% | -18.4% | 4.7% | -1.0% | . | -9.7% | -4.4%
Cc1nc2ccc(Nc3nc4cc(S(=O)(=O)N5CCOCC5)ccc4o3)cc2s1 | -7.9% | -3.2% | ? | 3.55µM* | 1.8% | -12.0% | ? | 0.4%
Cc1cc(C)cc(N2C(=O)/C(=C\c3ccc(N4CCN(C)CC4)o3)C(=O)NC2=S)c1 | -2.8% | -5.5% | -9.4% | . | -0.9% | -22.0% | ? | -0.9%
CCNc1cc(N2CCN(C)CC2)ccc1[N+](=O)[O-] | -2.1% | 9.6% | -2.3% | -1.7% | 3.9% | ? | 2.0% | -2.0%
O=C(CN1C(=O)C2(OCCO2)c2ccccc21)c1ccc(Cl)cc1 | -10.5% | -23.2% | -16.0% | ? | -9.5% | -28.8% | -10.4% | -0.3%
CC(C)Oc1ccc(CCN)cc1Cl | -12.5% | 11.1% | -3.2% | 5.4% | -1.2% | 4.9% | 3.6% | 0.3%
CCCC(C)C1(CC)C(=O)NC(=Nc2ccccc2)NC1=O (stereo unspecified) | 0.6% | -0.4% | 1.1% | -0.5% | -6.1% | 1.1% | -1.9% | -11.3%
O=P(Nc1c(Cl)cccc1Cl)(c1ccccc1)c1nc2c(s1)CCCC2 (stereo unspecified) | 1.2% | -9.9% | -2.3% | 3.8% | -5.1% | 8.0% | -6.6% | -6.3%
CC(C)Oc1cccc(C(=O)C2CCCN(Cc3ccon3)C2)c1 (stereo unspecified) | -6.2% | -5.0% | -3.4% | -1.8% | 6.5% | 0.1% | -2.3% | -9.4%
C=CCNC(=S)/N=C/c1c(O)[nH]c(=O)[nH]c1=O | ? | 3.9% | -13.0% | 3.3% | 6.5% | 3.6% | ? | -0.7%
O=c1c2ccccc2nc(-c2ccco2)n1-c1nccs1 | 7.6% | -3.6% | 5.3% | ? | -19.1% | . | -7.0% | 2.4%
Clc1nc(Cl)nc(Cl)n1 | . | -3.2%[201 µM] | . | 2.24µM* | 9.4% | . | . | 1.2%[201 µM]
O=c1[nH]c(O)c(C=Nc2ccccc2Oc2ccccc2)c(=O)[nH]1 | -12.2% | 2.5% | -2.7% | ? | -3.2% | -7.7% | -6.7% | 0.1%
COc1cc(CN2CCc3nc(N4CCN(c5ccccn5)CC4)ncc3C2)cc(OC)c1OC | -0.3% | -8.4% | -3.6% | . | . | . | ? | -0.9%
CC1OC(OC2CCC3(C)C(CCC4C3CC(O)C3(C)C(C5=CC(=O)OC5)CCC43O)C2)CC(O)C1OC1CC(O)C(OC2CC(O)C(OC3OC(CO)C(O)C(O)C3O)C(C)O2)C(C)O1 (stereo unspecified) | 5.0% | 8.1% | 2.7% | 5.5% | 2.2% | . | ? | 1.5%
CCOC(=O)c1ccc(N=C(C)c2c(O)[nH]c(=O)[nH]c2=O)cc1 | -9.9% | 3.3% | -5.0% | . | -3.6% | -1.8% | -12.2% | -1.5%
CC1=C/C(=N\NC(=S)NCCc2ccccc2)CC(C)(C)C1 | 2.1% | -2.9% | -21.4% | ? | 0.8% | -9.2%[11.4 µM] | -15.1% | -2.6%
CC(Cc1ccccc1)NC(=O)/C=C/c1ccc(Cl)cc1 (stereo unspecified) | 2.7% | -8.7% | -15.6% | -1.1% | -0.5% | 7.1% | -19.3% | -0.2%
Cc1ccccc1NP(=O)(Oc1ccccc1F)Oc1ccccc1F | 10.4% | -17.2% | -20.8% | -5.3% | -30.0% | 15.9% | -9.0% | -2.6%
CC(C)Cc1nc2cccnc2n1C1CCNCC1 | 1.1% | 3.5% | 8.9% | . | . | . | 0.9% | -0.6%
C=C1C2C[C@H](O)C(C)(C)[C@@]2(O)[C@H](O)C[C@]23C[C@@](C)(O)[C@H](CC[C@H]12)[C@H]3OC(C)=O (stereo partly specified) | 1.7% | -1.0% | -4.3% | -1.1% | 6.0% | 26.3% | 2.9% | -9.7%
CCOc1ccc(OCC)c(NC(=O)CN2CCN(c3ccc(C)cc3C)CC2)c1 | 9.9% | -0.6% | -8.0% | ? | 2.2% | -4.2% | ? | 0.1%
Cc1nnc(NC(=O)c2cccn(Cc3ccc(Cl)cc3)c2=O)s1 | -9.5% | -1.6% | 1.3% | . | . | . | 13.1% | 5.7%

# Entries of single compounds as entered above. Order of screens: Tau FP inhib	TRb SRC2 PPI	Tau fluor cs	ALDH1A1 inh	GLA spleen mod	L3MBTL1 block	Tau ThT inhib	TexasRed fluor
# Listed for C=C1C2C[C@H](O)C(C)(C)[C@@]2(O)[C@H](O)C[C@]23C[C@@](C)(O)[C@H](CC[C@H]12)[C@H]3OC(C)=O (stereo partly specified) : 1.7%	-1.0%	-4.3%	-1.1%	6.0%	26.3%	2.9%	-9.7%
# Listed for Cc1ccccc1NP(=O)(Oc1ccccc1F)Oc1ccccc1F : 10.4%	-17.2%	-20.8%	-5.3%	-30.0%	15.9%	-9.0%	-2.6%
# Listed for CC(Cc1ccccc1)NC(=O)/C=C/c1ccc(Cl)cc1 (stereo unspecified) : 2.7%	-8.7%	-15.6%	-1.1%	-0.5%	7.1%	-19.3%	-0.2%
# Listed for CC1OC(OC2CCC3(C)C(CCC4C3CC(O)C3(C)C(C5=CC(=O)OC5)CCC43O)C2)CC(O)C1OC1CC(O)C(OC2CC(O)C(OC3OC(CO)C(O)C(O)C3O)C(C)O2)C(C)O1 (stereo unspecified) : 5.0%	8.1%	2.7%	5.5%	2.2%	.	?	1.5%
# Listed for CC1=C/C(=N\NC(=S)NCCc2ccccc2)CC(C)(C)C1 : 2.1%	-2.9%	-21.4%	?	0.8%	-9.2%[11.4 µM]	-15.1%	-2.6%

# Further structures follow.
Molecule | Tau FP inhib | TRb SRC2 PPI | Tau fluor cs | ALDH1A1 inh | GLA spleen mod | L3MBTL1 block | Tau ThT inhib | TexasRed fluor
CCC(=O)OC1(c2ccccc2)C(C)CN(C)CC1C (stereo unspecified) | -5.6% | -1.4% | -12.2% | 11.1% | 5.4% | 16.2% | -9.4% | -0.5%
CCC(=NCCc1c[nH]c2ccccc12)c1c(O)n(C)c(=O)n(C)c1=O | 11.6% | -3.9% | -23.4% | 2.9% | -9.4% | . | -10.9% | -3.2%
CC(N=Cc1c(O)[nH]c(=O)[nH]c1=O)c1ccccc1 (stereo unspecified) | 1.1% | 8.9% | 3.2% | ? | -5.0% | -2.5% | 3.8% | -5.6%
O=C1NC(=O)N(Cc2ccc(F)cc2)C(=O)/C1=C\c1ccoc1 | -3.7% | 7.9% | -11.5% | -6.0% | -5.0% | 20µM* | -13.7% | 12.6%
Cc1c(N=Nc2c(O)n(Cc3ccccc3)c(=O)[nH]c2=O)c(=O)n(-c2ccccc2)n1C | -7.4% | -4.9% | -3.3% | -4.9% | -10.8% | ? | ? | -1.1%
COC(=O)CCCCC1SCC(NC(=O)c2ccccc2)C1Cl (stereo unspecified) | -3.8% | -0.4% | -7.6% | -1.2% | -4.9% | -11.1% | -1.9% | -0.6%
O=Cc1cn(Cc2ccc([N+](=O)[O-])cc2)c2ccccc12 | 0.8% | -6.4% | 14.4% | 2.24µM* | 7.8% | 8.4% | ? | -7.8%
Clc1cccc(C(Cl)(Cl)Cl)n1 | . | -1.0%[201 µM] | . | 1.5% | 3.4% | . | . | -1.0%[201 µM]
C[C@]12CCC(=O)C=C1CC[C@@H]1[C@@H]2C(=O)C[C@]2(C)C(=O)CC[C@@H]12 | 5.3% | -7.4% | -4.0% | 1.8% | -12.6% | -6.5% | -4.9% | -0.1%
Nc1ccc(Cl)c(Cl)c1 | . | -2.0% | . | 15.6% | 0.9% | . | . | 0.6%
O=C(Cn1ccc2ccccc2c1=O)NCC(=O)N1CCC2(CC1)OCCO2 | 2.3% | 3.8% | -0.2% | -5.0% | 1.5% | . | -1.5% | -2.3%
NP(=O)(Oc1ccccc1Cl)Oc1ccccc1Cl | -12.7% | -5.8% | -5.0% | 0.3% | -15.4% | . | -3.0% | -2.7%
CCN(CC)c1ccc(/C=C2\C(=O)NC(=S)N(C)C2=O)o1 | 6.2% | -5.4% | -9.9% | . | -28.3% | -8.7% | 14.1µM* | -0.9%
O=C(CN1CCOCC1)Nc1ccc(Br)cc1C(=O)c1ccccc1 | -2.3% | -4.4% | -14.5% | ? | 3.9% | 6.9% | -12.6% | -3.9%
CCCC[N+]1(C)C2CC(OC(=O)C(CO)c3ccccc3)CC1C1OC12 (stereo unspecified) | 1.9%&3.8%&-0.9% | -3.0%&0.0%&1.8% | -1.3%&3.5%&5.7% | -8.0%&7.9% | 11.4%&-12.4%&-3.7% | . | 3.5%&0.3%&9.4% | -3.8%&-1.1%&0.4%
CCN(CCCNS(=O)(=O)c1ccc2c(c1)oc(=O)n2C)c1cccc(C)c1 | ? | -18.9% | ? | ? | -2.9% | -25.2% | ? | -6.7%
Cc1nc2nc(SCC(=O)N3CCC4(CC3)OCCO4)nn2c(C)c1Cc1ccccc1 | 2.6% | -5.2% | -5.8% | -2.1% | -3.6% | . | -7.1% | 0.2%
Cn1cc2c([N+](=O)[O-])cc([N+](=O)[O-])cc2n1 | -8.9% | -1.7% | -23.3% | ? | 7.9% | -12.5% | ? | -2.8%
CCOc1ccc(N=Cc2c(O)n(C(C)(C)C)c(=O)[nH]c2=O)cc1 | 3.3% | 12.6% | -6.4% | ? | 3.6% | . | 2.2% | -2.0%
O=C(c1cc2c(s1)-c1ccccc1OC2)N1CCC2(CC1)OCCO2 | 16.9% | 1.6% | -10.4% | ? | ? | 12.5% | ? | -0.8%
